E-sel inducer: induces E-selectin expression in human endothelial cells; actives 0.37% (n = 260,000); P16581; HUVEC E-selectin immunofluorescence imaging; normalized: neutral wells 0, TNF-alpha wells 100; AID 686992; activation, % at 7.58 µM;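 active means mean E-selectin-positive cell signal at least 10% of the positive control, reached in at least 60% of replicates, without over 20% cell loss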;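 further: in these data hits start at about 27%; measured in HUVEC primary endothelial cells; signal is the percent of cells scored E-selectin positive by PE staining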
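Read-out basis: % PE-positive cells; Test system: HUVEC primary endothelial cells; Technique: immunofluorescence imaging; Dosing: single-point compound dose.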
RAD54 inh: inhibitors of human RAD54 branch migration; Q92698; RAD54 Holliday junction branch migration, FAM/BHQ fluorescence; inhibition, % at 10.4 µM; actives 0.14% (n = 360,000); AID 602329;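 active means mean normalized replicate activity at least 40 and at least half of replicates scoring 40 or more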;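 further: 0% = median of neutral control wells and 100% = median of positive control wells; inhibitors cause a drop in the FAM fluorescence signal; in these data hits start at about 50%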
S100A4 MyoIIA: inhibitors of human S100A4 binding to myosin IIA peptide. inhibition, % at 10.7 µM. actives 0.14% (n = 360,000). S100A4/TAMRA-MyoIIA peptide fluorescence polarization. AID 652163;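 active means mean inhibition of at least 70% across replicates, with every replicate also reaching that level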
Target sequence (P26447 whole entry, looked up): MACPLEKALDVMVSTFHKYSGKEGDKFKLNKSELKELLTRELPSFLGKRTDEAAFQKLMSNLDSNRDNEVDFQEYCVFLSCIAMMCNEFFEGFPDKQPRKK
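Material: human S100A4 monomer with TAMRA-labelled myosin IIA peptide; buffer or medium: HEPES pH 7.2 with CaCl2, KCl, NaCl, DTT, Triton; compound dosing: one concentration per compound; schedule: 5 min incubation before reading; benchmarks: neutral control DMSO, positive control TFP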
ERp5 inh: inhibitors of human ERp5 | AID 651711 | ERp5 insulin aggregation, absorbance 650 nm, 90 min | actives 0.05% (n = 350,000) | inhibition, % at 9.99 µM;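 active means mean replicate inhibition above about 25%, with every replicate also reaching it, limit read from the data, passing the limit was not always enough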
Target sequence (Q15084 whole entry, looked up): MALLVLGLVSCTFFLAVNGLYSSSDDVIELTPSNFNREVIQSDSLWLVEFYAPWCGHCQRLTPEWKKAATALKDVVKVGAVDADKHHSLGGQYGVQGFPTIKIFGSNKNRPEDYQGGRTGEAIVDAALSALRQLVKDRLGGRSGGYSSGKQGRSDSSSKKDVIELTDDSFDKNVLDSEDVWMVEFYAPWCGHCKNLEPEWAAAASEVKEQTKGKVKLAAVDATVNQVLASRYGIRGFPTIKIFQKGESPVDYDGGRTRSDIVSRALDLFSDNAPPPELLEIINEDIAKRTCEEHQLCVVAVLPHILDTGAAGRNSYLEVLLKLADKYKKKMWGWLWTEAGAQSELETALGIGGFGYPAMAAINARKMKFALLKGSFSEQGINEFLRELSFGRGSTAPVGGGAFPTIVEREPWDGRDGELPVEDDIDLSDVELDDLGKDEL
Xi reactivation: activators of X-chromosome reactivation in mouse fibroblasts. AID 743238. XiGFP mouse fibroblasts, % GFP-positive cells imaging, 3 d; cells co-treated with 5-aza-dC sensitizer; scaled so ellipticine positive control = 100%. activation, % at 7.58 µM. actives 0.055% (n = 360,000);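 active means mean normalized replicate activation at least 10% and every replicate at or above 10%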;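 further: 0% = median of on-plate neutral control wells and 100% = ellipticine 6 µM median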
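assay system = SV40-immortalized XiGFP fibroblast cells, line 68-5-11 | buffer or medium = DMEM plus 5-aza-dC sensitizer | doses = single-point pinned compound dosing | times = 3-day compound exposure, then 15 min fixation at room temperature | benchmarks = positive control ellipticine, 6 µM final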
esBAF inh: inhibitors of esBAF chromatin remodeling in mouse ES cells; Bmi1-luciferase knock-in reporter, 24 h; 100% = twice the neutral-well signal; reporter increase, % at 12.5 µM; actives 2% (n = 350,000); AID 602393; in the data active means activation above about 40%;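 further: 0% = median of the plate's neutral control wells and 100% = double that signal; a rise in the Bmi1 reporter signal indicates esBAF inhibition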
RAD52 inh: inhibitors of human RAD52 DNA annealing. P43351. recombinant RAD52 DNA annealing, FRET fluorescence. inhibition, % at 18.7 µM. actives 0.46% (n = 360,000). AID 651710;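 active means every replicate showing at least 50% inhibition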
Target sequence (P43351 whole entry, looked up): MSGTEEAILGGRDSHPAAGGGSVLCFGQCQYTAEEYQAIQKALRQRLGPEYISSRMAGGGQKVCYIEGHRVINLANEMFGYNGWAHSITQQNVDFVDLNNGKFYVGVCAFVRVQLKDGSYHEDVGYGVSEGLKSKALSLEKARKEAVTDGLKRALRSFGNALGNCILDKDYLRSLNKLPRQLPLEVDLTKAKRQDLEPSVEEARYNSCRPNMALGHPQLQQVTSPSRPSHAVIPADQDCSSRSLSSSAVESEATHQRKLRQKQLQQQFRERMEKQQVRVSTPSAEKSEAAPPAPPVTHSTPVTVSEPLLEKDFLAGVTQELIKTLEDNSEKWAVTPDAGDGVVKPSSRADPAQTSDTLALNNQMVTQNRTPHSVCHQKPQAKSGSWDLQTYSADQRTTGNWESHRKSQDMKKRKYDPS
ERAP1 inh: blocks human ERAP1 aminopeptidase activity | Q9NZ08 | recombinant ERAP1, Leu-AMC fluorescence, 60 min | inhibition, % at 10.7 µM | actives 0.15% (n = 340,000) | AID 652197;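 active means mean replicate inhibition of at least 30%, or all replicates individually reaching that 30% level; inactive means mean below 30% and not every replicate reaching it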;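 further: 0% = neutral control wells and 100% = L-leucinethiol positive control wells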
Numbers without * were called inactive; x = not tested or not shown. Rows are unselected (roughly 2.5% active in at least one column).

cpd	SMILES	E-sel inducer	RAD54 inh	S100A4 MyoIIA	ERp5 inh
1	Cc1cc(C)cc(NC(=S)N2CCC(NC(=O)c3ccc(F)cc3)CC2)c1	x	-2	2	2
2	C[C@@H]1CN([C@@H](C)CO)C(=O)c2cc(NS(=O)(=O)c3ccc(Cl)cc3)ccc2O[C@@H](C)CCCCO[C@@H]1CN(C)C(=O)Nc1ccc2c(c1)OCO2	-0.1	-5	3	-4
3	C[C@H]1CN([C@@H](C)CO)C(=O)c2cc(NS(=O)(=O)c3ccc(Cl)cc3)ccc2O[C@H]1CN(C)Cc1ccc(Oc2ccccc2)cc1	-0.2	-4	11	-2
4	O=C(CC(F)(F)F)N1C[C@H]2[C@@H](c3ccccc31)[C@@H](CO)N2C(=O)Cc1cccnc1	-0.3	7	11	-4
5	COc1ccc(/C=C(/C(=O)c2cccs2)N2C=CC=CC2=C(C#N)C#N)cc1	x	x	-3	6
6	CSc1ccc(CN(C)C(=O)CNC(=O)c2ccc3c(c2)OCO3)cc1	0.4	-1	-10	2
7	C[C@H]1CN([C@@H](C)CO)C(=O)c2cccc(NC(=O)Nc3ccccc3)c2O[C@@H]1CN(C)CC1CCCCC1	-0.3	2	11	-3
8	COC(=O)c1ccccc1N=Nc1c(N)n[nH]c1N	x	x	-2	2
9	CCNc1nc(NCc2ccccc2)nc(SCC(N)=O)n1	2.1	-7	7	2
10	CC(=O)OCC(=O)[C@@]12OC3(CCCC3)O[C@@H]1C[C@H]1[C@@H]3CCC4=CC(=O)C=C[C@]4(C)[C@@]3(F)[C@@H](O)C[C@@]12C	0.6	19	-9	4
11	CCOC(=O)CC(=O)NC(CC(=O)OC)c1ccc(C(C)C)cc1 (centres undefined)	-2.4	x	-17	-5
12	CCN1CCN(C(c2cccs2)C(C)NC(=S)Nc2cccc(C)c2C)CC1 (centres undefined)	0.4	x	-1	11

cpd	Xi reactivation	esBAF inh	RAD52 inh	ERAP1 inh
1	0.1	-3	-20	3
2	0.0	0	-7	-5
3	-0.5	1	-1	-1
4	0.3	-1	-37	-1
5	2.1	x	-54	-1
6	0.1	1	-15	-1
7	0.0	-3	6	0
8	0.0	8	-4	x
9	-0.3	-2	-10	3
10	-0.2	-7	1	0
11	0.1	-5	-4	x
12	0.0	x	-6	0

Only RAD54 inh, S100A4 MyoIIA and E-sel inducer, for some of the entries so far:
No. | Compound | RAD54 inh | S100A4 MyoIIA | E-sel inducer
1 | Cc1cc(C)cc(NC(=S)N2CCC(NC(=O)c3ccc(F)cc3)CC2)c1 | -2 | 2 | x
2 | C[C@@H]1CN([C@@H](C)CO)C(=O)c2cc(NS(=O)(=O)c3ccc(Cl)cc3)ccc2O[C@@H](C)CCCCO[C@@H]1CN(C)C(=O)Nc1ccc2c(c1)OCO2 | -5 | 3 | -0.1
5 | COc1ccc(/C=C(/C(=O)c2cccs2)N2C=CC=CC2=C(C#N)C#N)cc1 | x | -3 | x
10 | CC(=O)OCC(=O)[C@@]12OC3(CCCC3)O[C@@H]1C[C@H]1[C@@H]3CCC4=CC(=O)C=C[C@]4(C)[C@@]3(F)[C@@H](O)C[C@@]12C | 19 | -9 | 0.6
3 | C[C@H]1CN([C@@H](C)CO)C(=O)c2cc(NS(=O)(=O)c3ccc(Cl)cc3)ccc2O[C@H]1CN(C)Cc1ccc(Oc2ccccc2)cc1 | -4 | 11 | -0.2
8 | COC(=O)c1ccccc1N=Nc1c(N)n[nH]c1N | x | -2 | x

The main list resumes, repeating the 6 entries before the break.
cpd	SMILES	E-sel inducer	RAD54 inh	S100A4 MyoIIA	ERp5 inh
7	C[C@H]1CN([C@@H](C)CO)C(=O)c2cccc(NC(=O)Nc3ccccc3)c2O[C@@H]1CN(C)CC1CCCCC1	-0.3	2	11	-3
8	COC(=O)c1ccccc1N=Nc1c(N)n[nH]c1N	x	x	-2	2
9	CCNc1nc(NCc2ccccc2)nc(SCC(N)=O)n1	2.1	-7	7	2
10	CC(=O)OCC(=O)[C@@]12OC3(CCCC3)O[C@@H]1C[C@H]1[C@@H]3CCC4=CC(=O)C=C[C@]4(C)[C@@]3(F)[C@@H](O)C[C@@]12C	0.6	19	-9	4
11	CCOC(=O)CC(=O)NC(CC(=O)OC)c1ccc(C(C)C)cc1 (centres undefined)	-2.4	x	-17	-5
12	CCN1CCN(C(c2cccs2)C(C)NC(=S)Nc2cccc(C)c2C)CC1 (centres undefined)	0.4	x	-1	11
13	Cc1ccc(S(=O)(=O)Nc2ccc3c(c2)CC(=O)N([C@@H](C)CO)C[C@H](C)[C@H](CN(C)Cc2ccc(Cl)c(Cl)c2)O3)cc1	-0.1	1	-8	3
14	COc1ccc(-c2csc(NC(=O)c3ccccc3NS(=O)(=O)c3ccc(F)c(F)c3)n2)cc1	x	3	-3	-3
15	COCC(=O)N1[C@H](C(=O)Nc2ccccc2)[C@@H](CO)[C@@H]2Cn3c(ccc(-c4cccnc4)c3=O)[C@@H]21	-0.6	4	5	-1
16	CN(C)C(=O)N1CCN(c2nc(-c3ccccc3)cs2)CC1	x	8	-3	1
17	COCC(=O)N(C)C[C@H]1[C@H](c2ccccc2)[C@H](CO)N1C(=O)Cc1ccncc1	0.0	4	4	-2
18	COC(=O)C1=C(C)N(C)C(=NCc2ccc(OC)cc2)NC1c1ccccc1 (centres undefined)	1.4	x	1	0
19	OC[C@H]1[C@@H](c2ccc(-c3cccnc3)cc2)[C@@H]2CN(CC3CCOCC3)CCCCN12	x	6	0	7
20	COc1ccc(NC(=O)C(C2CC2)n2c(=O)c(-c3ccco3)nc3ccccc32)cc1 (centres undefined)	1.6	x	-4	5
21	N#Cc1ccsc1NC(=O)C1CCN(S(=O)(=O)c2cccs2)CC1	0.1	-5	1	5
22	CC(Oc1ccc(Br)cc1)C(=O)Nc1ccc(S(=O)(=O)Nc2nccs2)cc1 (centres undefined)	0.4	-3	-2	-8
23	Cc1ccc(-c2nc(CN(Cc3c(C)nn(C)c3C)C(C)C)c(C)o2)o1	x	x	-1	-2
24	COc1ccc(Cc2nnc(SC(C)C(=O)Nc3ccc(F)cc3Cl)o2)cc1 (centres undefined)	x	x	-5	7

cpd	Xi reactivation	esBAF inh	RAD52 inh	ERAP1 inh
7	0.0	-3	6	0
8	0.0	8	-4	x
9	-0.3	-2	-10	3
10	-0.2	-7	1	0
11	0.1	-5	-4	x
12	0.0	x	-6	0
13	-0.6	0	-10	0
14	-0.1	-36	-2	-4
15	0.3	-2	3	4
16	0.1	37	-6	-4
17	0.1	1	-4	-3
18	0.1	x	-13	3
19	x	x	-11	-1
20	0.0	x	-27	x
21	0.0	6	-2	-1
22	0.1	x	-6	-2
23	0.0	x	-2	-3
24	0.0	2	-11	3

Next part:
cpd	SMILES	E-sel inducer	RAD54 inh	S100A4 MyoIIA	ERp5 inh
25	O=C(c1cccc(C(F)(F)F)c1)C1CCCN(Cc2ccc(OCCO)cc2)C1 (centres undefined)	x	x	17	2
26	Cc1ccccc1CN1CCNC(=O)C1CC(=O)NCCN1CCCCC1=O (centres undefined)	-0.1	0	-14	4
27	CN1CCc2cc(Cl)c(O)cc2[C@@H](c2ccccc2)C1	0.3	0	8	-1
28	COc1ccc2c3c([nH]c2c1)[C@H](CO)N(CC1CC1)CC31CN(C(=O)NC2CCCC2)C1	-0.3	x	-3	7
29	O=S(=O)(c1ccc(Br)cc1Cl)N1CCCN(c2ccc(C(F)(F)F)cn2)CC1	x	5	-3	3
30	O=C(NCC(F)(F)F)c1cc2c(c(-c3cccc(-c4ccccc4F)c3)n1)[C@@H](CCO)N(C(=O)CC1CC1)C2	2.4	x	2	5
31	COc1ccc(CNC(=O)CC2C[C@H](C(=O)N3CCOCC3)[C@@]3(CCC4CCCC4)c4[nH]c5ccccc5c4CCN3C2=O)cc1OC (some centres undefined)	x	-3	-1	-1
32	Cn1c(=O)c2sccc2n2c(CCCC(=O)NCc3ccco3)nnc12	x	8	1	1
33	C[C@@H]1CN([C@@H](C)CO)C(=O)c2cccc(NC(=O)C3CC3)c2O[C@H]1CN(C)S(=O)(=O)c1ccccc1	0.3	-5	11	1
34	C[C@H]1CN([C@@H](C)CO)C(=O)Cc2cc(NS(=O)(=O)c3cn(C)cn3)ccc2O[C@@H]1CN(C)S(=O)(=O)c1ccc(F)cc1	-0.2	x	5	1
35	CC(C)CNc1cccc2c1S(=O)(=O)N[C@@H](C)CO2	0.0	x	0	0
36	O=C(N/N=C(\Cc1ncc[nH]1)c1ccccc1)c1cccnc1	4.6	x	-2	1

cpd	Xi reactivation	esBAF inh	RAD52 inh	ERAP1 inh
25	0.0	x	-16	0
26	-0.2	-7	-20	-3
27	0.0	1	11	2
28	0.1	x	-11	-3
29	0.0	1	-9	-9
30	0.0	x	2	11
31	0.0	-3	-12	x
32	0.0	-1	-5	2
33	0.2	1	4	1
34	-0.6	4	17	-5
35	-0.1	x	5	2
36	0.0	x	-12	-2

Remaining list, next part
cpd	SMILES	E-sel inducer	RAD54 inh	S100A4 MyoIIA	ERp5 inh
37	Cc1noc(C)c1S(=O)(=O)Nc1cccc2c1O[C@H](CN(C)C(=O)Nc1ccc(F)cc1)[C@H](C)CN([C@H](C)CO)C2=O	-0.2	-5	-38	-1
38	COc1cccc(CNC(=O)C2CC(=O)N(c3ccc4c(c3)OCCO4)C2)c1 (centres undefined)	x	-4	0	-6
39	COc1ccc(S(=O)(=O)N(C)C[C@@H]2Oc3ccc(NS(=O)(=O)c4c(C)noc4C)cc3C(=O)N([C@H](C)CO)C[C@@H]2C)cc1	-10	0	9	7
40	O=C(NCC1CCCO1)c1ccc(CS(=O)(=O)c2c(Cl)cccc2Cl)o1 (centres undefined)	-0.3	-4	-5	-2
41	CC1C(=O)N2CCCc3cc(S(=O)(=O)N(C)c4ccccc4)cc1c32 (centres undefined)	x	-1	0	-5
42	O=C(Nc1nnc(-c2ccccn2)o1)c1ccc(Br)cc1	x	x	10	-1
43	Cc1cc(=O)[nH]c(N2CCN(C(=O)c3ccco3)CC2)n1	-0.2	-10	-3	1
44	COc1ccc(CCNC(=O)C/C(C)=N/NC(=O)C(c2ccccc2)c2ccccc2)cc1OC	0.7	x	1	0

cpd	Xi reactivation	esBAF inh	RAD52 inh	ERAP1 inh
37	0.0	-4	-9	7
38	-0.1	-3	-7	-5
39	-1.1	1	-8	2
40	0.3	1	-13	x
41	0.0	3	-11	-2
42	0.0	x	-14	0
43	0.0	-8	2	3
44	0.0	x	0	9

High-throughput results: PubChem, Broad Institute
